Dyrk1A ADPGlo: Dyrk1A (rat) kinase inhibition | inhibition, % at 12.5 µM | 310,000 compounds, 0.43% hits | ADP-Glo luminescence, NFATc1 peptide | Q63470; in the data active means inhibition above about 50%;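 further: plate controls were vehicle with enzyme for no effect and no enzyme for full effect; many of its hits are not listed in these tables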
HSF1 activator: increases HSF-1 driven luciferase reporter signal; NIH3T3-HGL HSF-1 luciferase reporter, MG132, 8 h; 100% = twice DMSO control signal; activation, % at 9 µM; 300,000 compounds, 1.7% hits;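 active means mean replicate activation of at least 50% with a set share of replicates each reaching 50%; inconclusive means only one of those two conditions met; inactive means mean below 50% and too few replicates reaching it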;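 further: 0% = median of the neutral control wells and 100% = twice that signal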
HSF1 inhib: HSF1 inhibition; 300,000 compounds, 0.77% hits; NIH3T3-HGL HSE-luciferase, MG132-induced, luminescence 8 h; hits give low values; activity change, negative = inhibition, % at 7.5 µM (by protocol);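 active means more than half of replicate wells show activity change below -50%, luminescence cut by over half; inconclusive means some wells, but at most half, below -50%; inactive means no replicate well below -50%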;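 further: luciferase reports HSF-1 transcriptional activity via heat shock element; 0% = median of DMSO wells and -100% = zero luminescence signal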
Platelet DG rel: platelet dense granule release activity. human platelet-rich plasma, SFLLRN dense granule ATP release, luminescence. inhibition, %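 (compounds screened at 7.5 µM in platelet-rich plasma)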. 300,000 compounds, 0.22% hits;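 active means mean replicate score, as percent of positive control, at or above 50; inconclusive means mean below 50 but at least one replicate at or above 50; inactive means mean and every replicate below 50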
HSP90 inh: blocks HSP90-mediated luciferase refolding in reticulocyte lysate. inhibition, % at 5.6 µM. 290,000 compounds, 0.91% hits. Rabbit reticulocyte lysate, luciferase refolding luminescence, 3 h;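 active means inhibition above the screen-wide mean plus 3 SD, computed separately per campaign, cut at about 16% in these data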;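 further: 0% = DMSO wells and 100% = 60 µM geldanamycin wells; inhibitors lower the luminescence because luciferase stays unfolded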
GSK3beta inhib: blocks human GSK3beta kinase activity. P49841. GST-GSK3beta kinase, ADP-Glo luminescence, 60 min; hits give low values. activity score (negative = inhibition), % at 10 µM. 300,000 compounds, 0.038% hits;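 active means more than half of replicate wells score below -50%, meaning over 50% inhibition versus plate controls; inconclusive means some replicates but at most half score below -50%; inactive means no replicate scores below -50%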;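 further: 0% = median DMSO wells and -100% = median GW8510 positive control wells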
Target sequence (P49841 whole entry, looked up): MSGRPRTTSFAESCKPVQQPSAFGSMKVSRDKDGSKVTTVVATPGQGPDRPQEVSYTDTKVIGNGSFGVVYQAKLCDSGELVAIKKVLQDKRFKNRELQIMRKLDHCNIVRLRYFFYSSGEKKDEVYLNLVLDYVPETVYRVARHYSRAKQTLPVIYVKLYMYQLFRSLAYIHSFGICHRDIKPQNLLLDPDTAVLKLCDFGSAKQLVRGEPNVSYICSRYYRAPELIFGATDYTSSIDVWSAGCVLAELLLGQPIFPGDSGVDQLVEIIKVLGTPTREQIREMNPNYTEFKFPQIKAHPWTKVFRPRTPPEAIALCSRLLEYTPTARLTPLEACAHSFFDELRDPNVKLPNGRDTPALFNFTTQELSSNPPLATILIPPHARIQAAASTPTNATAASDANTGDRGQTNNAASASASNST
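test system = GST-tagged human GSK3beta kinase, cell-free | reagent = 25 µM ATP with peptide substrate | dosing = one dose of 10 µM per compound | schedule = 60 min reaction, RT | detection = luminescent ADP-Glo measurement of ADP formed | control set = DMSO neutral wells and GW8510 at 20 µM as positive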
GSK3A inh: human GSK-3 alpha kinase inhibition | P49840 | ADP-Glo luminescence, 60 min | inhibition, % at 10 µM | 320,000 compounds, 0.1% hits;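 in the data active means inhibition above about 50%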;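 further: GST-tagged GSK-3 alpha with peptide substrate and 25 µM ATP; 0% = DMSO neutral wells and 100% = GW8510 positive control wells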
Target sequence (P49840 whole entry, looked up): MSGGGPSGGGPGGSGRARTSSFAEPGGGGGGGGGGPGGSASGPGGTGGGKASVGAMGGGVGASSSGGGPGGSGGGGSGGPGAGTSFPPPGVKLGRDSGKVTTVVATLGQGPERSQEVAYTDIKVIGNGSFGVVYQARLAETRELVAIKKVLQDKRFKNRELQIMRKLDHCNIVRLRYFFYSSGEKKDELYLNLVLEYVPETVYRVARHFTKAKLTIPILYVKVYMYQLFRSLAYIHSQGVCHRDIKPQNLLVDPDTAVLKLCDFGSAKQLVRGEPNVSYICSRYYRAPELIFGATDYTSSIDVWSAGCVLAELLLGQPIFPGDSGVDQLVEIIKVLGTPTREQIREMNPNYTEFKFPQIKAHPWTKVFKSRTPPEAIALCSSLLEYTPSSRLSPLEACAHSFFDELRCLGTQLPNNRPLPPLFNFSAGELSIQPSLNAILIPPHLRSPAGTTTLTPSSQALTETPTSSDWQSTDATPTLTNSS
aSyn UTR inh: MLPCN primary screen, SNCA 5' untranslated region | 300,000 compounds, 0.82% hits | inhibition, % (tested at 7.5 µM) | alpha-synuclein 5'UTR reporter, inhibitor activity; in the data active means inhibition above about 60%; inconclusive means no clear call, values can overlap the other calls;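 further: H4 neuroglioblastoma cells stably carrying SNCA 5'UTR luciferase fusion; 0% = DMSO wells and 100% = positive control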
KLF5 inh: kruppel-like factor 5 inhibition | DLD-1 KLF5 promoter-luciferase reporter, luminescence | inhibition, % at 5 µM | 290,000 compounds, 0.23% hits | AID 1700;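 active means inhibition above a per-plate limit of that plate's mean compound inhibition plus 3 SD, cut at about 60% in these data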;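 further: 0% = DMSO wells and 100% = LY294002 at 200 µM; higher means less KLF5 promoter-driven luciferase light; inactives centre near -14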
IEC-6 tox: counter-screen for KLF5 inhibitors: cytotoxicity in IEC-6 cells. 290,000 compounds, 0.78% hits. IEC-6 cytotoxicity, luminescence viability. inhibition, % at 5 µM; in the data active means inhibition above about 22%;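 further: 0% = plate median of test compound wells and 100% = cytotoxic reference compound wells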
An asterisk follows results filed as active; ? = inconclusive; . = no result given. Some of the compounds tested; count on the stated rates, not on these rows.

SMILES	Dyrk1A ADPGlo	HSF1 activator	HSF1 inhib	Platelet DG rel	HSP90 inh	GSK3beta inhib	GSK3A inh	aSyn UTR inh	KLF5 inh	IEC-6 tox
COCCCNC(=O)CN(CCc1ccccc1)S(=O)(=O)c1ccc(OC)cc1	-1.9	6.4	-2.0	5.7	-3.6	1.7	2.8	7.1	9.5	-0.7
Cc1ccc(NC(=O)CN(C)C(=O)C2CC(=O)N(Cc3ccccc3)C2)cc1 (centres undefined)	-9.3	3.7	-3.8	2.3	-5.0	3.2	-0.6	13.0	-26.7	-2.0
Cc1ccc(-c2nc(CS(=O)(=O)CC(=O)NCCCN3CCOCC3)c(C)o2)cc1	2.5	6.8	-1.5	-0.9	-1.2	2.3	-1.5	7.8	-23.9	0.8
O=C(O)CSc1nnc(COc2cccc3cccnc23)n1-c1ccc(Cl)cc1	-4.4	1.8	-6.8	1.5	-2.1	-1.2	-1.7	6.0	-6.9	-1.0
O=C(CCn1cccc1)NCc1ccc2c(c1)OCO2	6.7	1.3	-4.9	-8.0	-4.3	2.2	-0.9	11.5	-16.5	-2.9
O=C(NCCCN1CCOCC1)C1CC(=O)N(C2CCCCC2)C1 (centres undefined)	-0.6	4.7	3.7	4.8	-0.1	4.9	-0.8	-4.5	0.5	6.3
Cc1cc(C)n(C(=O)c2ccc(Cl)c(F)c2F)n1	-1.5	8.4	-4.1	0.7	-3.9	2.5	-2.1	-1.8	-36.8	2.0
COc1ccc(Cc2n[nH]c(=S)o2)cc1	-0.1	13.9	-7.8	2.0	-5.0	3.1	-3.6	-0.3	-26.9	0.0
CCOC(=O)c1sc(NC(=O)CSc2nnc(C(C)C)n2C)nc1C	0.1	-2.8	0.5	-4.6	-1.1	-26.0	5.6	21.5	9.3	-3.8
CCN(CC)S(=O)(=O)c1ccc(Cl)c(NC(=O)COc2ccc(OC)cc2[N+](=O)[O-])c1	-0.1	0.1	-9.1	0.9	0.9	5.0	-4.1	-1.0	-8.3	4.4
Cc1csc(NC(=O)c2sccc2C)n1	9.6	42.3	22.6	18.2	1.8	-6.4	3.0	-68.4	-136.3	-2.2
O=C(NCCCN1CCOCC1)c1ccc(Cl)cc1[N+](=O)[O-]	-11.3	0.1	-1.2	8.9	1.4	-3.0	-0.5	0.9	-43.9	-2.2
Cc1cccc(C(=O)O/N=C/c2ccc(Br)cc2)c1	-1.7	26.3	17.5	1.0	-1.8	-2.8	-0.6	-9.9	-42.6	-2.7
CCn1c(=O)n(CC(=O)Nc2cc(OC)c(OC)c(OC)c2)c(=O)c2ccccc21	2.7	10.3	-3.9	-4.9	0.7	0.8	.	31.1	-21.6	1.0
Cc1ccc(CN2CCN(CC(=O)NCc3ccccc3)CC2)cc1	.	-12.9	0.3	0.5	-3.2	-2.8	3.2	-0.2	-46.0	-5.5
O=C(COC(=O)/C=C/c1cccc(Cl)c1)Nc1ccccc1-c1ccccc1	.	12.7	-14.8	-4.0	-3.5	-2.5	-1.2	4.9	-36.2	2.4
COc1ccc(NC(=O)C(=O)NCCN2CCN(C(=O)c3ccc(C(C)(C)C)cc3)CC2)cc1	-2.6	8.0	-1.1	-2.3	-0.5	2.8	3.9	26.7	-10.8	0.5
CCOC(=O)CSc1nnc2n1C(C)(C)Cc1ccccc1-2	4.9	2.7	3.9	-0.2	-1.8	-2.1	-0.4	8.5	-9.4	-3.8
Cc1ccc(-c2cc(C(=O)NCc3ccco3)c3ccccc3n2)s1	2.8	14.9	6.8	18.1	3.5	-0.4	0.1	-65.2	-17.6	2.4
COc1ccc(CCNC(=O)CCCn2ncn3c(cc4occc43)c2=O)c(OC)c1	.	-8.3	-3.2	1.1	-2.7	-0.9	-0.6	3.3	0.7	-1.2
CC(=O)c1ccc(C(=O)N2CCC(n3nccc3NC(=O)C3CC3)CC2)cc1	5.7	-2.1	-4.5	14.1	1.0	-1.2	1.7	5.7	-40.4	-2.5
COC(=O)Nc1ccc(Cn2cc(C(F)(F)F)ccc2=O)cc1	2.9	-6.7	-5.0	-0.5	0.8	1.0	0.1	2.0	-4.5	2.0
O=C(Cc1ccc(Br)cc1)Nc1ccccc1Sc1ccccc1	-3.1	1.3	14.7	-2.5	-2.3	-0.5	-5.2	14.9	-2.7	-4.2
COc1cc(CNCc2ccccn2)ccc1OCc1ccc(Cl)cc1Cl	3.3	24.6	9.6	1.7	2.2	1.7	.	30.4	-50.3	0.4
CCOC(=O)C(Cc1ccccc1)NC(=O)CNC(=O)CNC(=O)OCc1ccccc1 (centres undefined)	-1.1	-9.3	-3.4	?	-4.3	-8.3	0.4	1.0	-6.1	4.3
CCOC(=O)CNC(=O)C(Cc1ccccc1)NS(=O)(=O)c1ccc2c(c1)CCC(=O)N2 (centres undefined)	-1.4	3.1	4.7	7.8	-3.5	-4.9	-1.0	-3.0	5.0	-4.2
COc1cccc(C2c3[nH]c4ccccc4c3C[C@H]3C(=O)N(c4ccccc4C(=O)N4CCCC4C(=O)O)C(=O)N23)c1 (some centres undefined)	0.2	15.9	0.7	0.3	-1.4	-0.3	-3.3	1.5	3.9	-7.2
Cn1cc(C(=O)N/N=C/C=C/c2ccccc2)ccc1=O	-3.0	1.7	-8.4	11.1	-3.4	1.4	-1.5	-14.0	-14.6	6.7
COc1ccc(OC(C)C(=O)Nc2cccc([N+](=O)[O-])c2)cc1 (centres undefined)	8.4	-5.0	-9.0	6.6	-4.4	-3.5	-3.0	-2.8	-20.2	4.2
COc1ccc(CNC(=O)c2cnc3cc(C)ccn3c2=O)cc1	0.4	-1.4	-3.7	15.7	-0.9	-4.1	0.9	-11.4	-45.6	-2.7
Cc1onc(-c2ccccc2)c1C(=O)Nc1nc(-c2ccc(F)c(F)c2)cs1	-1.5	19.4	9.3	.	0.2	3.3	-3.0	-10.6	-30.4	-4.4
COc1ccc(Nc2nc(N)nc(CCl)n2)cc1	-1.4	-23.7	-26.8	-11.5	1.5	-0.4	2.3	-38.4	-23.9	5.5
O=C(COC(=O)C1(c2ccccc2F)CCCC1)Nc1ncc(C(F)(F)F)cc1Cl	6.8	0.3	-0.1	4.8	0.1	3.7	-2.8	-3.1	-1.1	-2.7
CCOc1ccccc1NC(=O)C(CC(C)C)NC(=O)C1CCCCC1 (centres undefined)	0.2	23.9	1.5	0.2	5.2	1.1	-0.5	-2.4	-32.7	2.3
O=C(CSc1nc(=O)n2ccccc2n1)N1CCCCCC1	-5.6	-14.9	2.3	30.5	.	1.8	1.8	-0.1	.	.
CS(=O)(=O)N1CCN(c2ccc([N+](=O)[O-])c(SCc3ccco3)c2)CC1	-0.3	2.1	-8.7	4.1	1.2	0.4	3.2	3.4	-6.1	5.3
O=C(CN1CCC(C(=O)c2ccc3c(c2)OCCO3)CC1)NCc1ccc(F)cc1	1.4	28.1	8.2	-4.5	0.9	-2.3	-1.3	10.1	-34.1	1.7
CC1CC(C)CN(S(=O)(=O)N2CCCC(C(=O)NCCc3ccccc3)C2)C1 (centres undefined)	-5.0	24.0	1.6	6.2	-0.1	4.5	0.7	-22.1	-22.7	2.3
CCOC(=O)c1c(C)oc2c1c(C=NC1CCS(=O)(=O)C1)c(O)c1ccccc12 (centres undefined)	-9.2	8.4	3.3	-7.4	0.8	2.9	-2.2	-1.6	-2.7	7.2
CN(CC(=O)Nc1ccccc1Br)C(=O)C(Cc1ccccc1)NC(=O)c1ccccc1 (centres undefined)	-3.8	9.6	-0.3	59.1*	-1.3	-0.2	-1.4	19.0	-33.5	1.4
Cc1[nH]nc2c1C(Cc1ccccc1)C(C#N)=C(N)O2 (centres undefined)	-0.7	-0.3	4.0	2.3	0.9	4.3	3.6	12.2	8.2	5.1
Cc1cccc(C)c1NC(=O)CSc1nnc(C2CCCCC2)o1	-1.5	0.1	4.2	-1.6	-0.4	0.7	-0.7	14.1	-2.9	1.1
CN(C)CCN(C(=O)/C=C/c1cccs1)c1nc2c(F)cc(F)cc2s1	-7.0	17.3	12.2	2.2	-0.3	-3.4	.	96.0*	14.4	-1.5
Cc1ccc(OCCCC(=O)Nc2cc(Cl)ccc2-n2cncn2)cc1	-2.7	-7.2	-4.2	1.7	.	0.8	-1.2	10.1	.	.
Cc1ccc2c(c1)N(CCC(=O)NCC1COc3ccccc3O1)C(=O)CO2 (centres undefined)	-1.1	2.1	-13.9	5.5	-1.7	2.0	-1.7	21.8	-9.7	-0.6
O=C(NCC1CCCO1)c1ccc2c(=O)n(Cc3ccco3)c(SCC(=O)N3CCCC3)nc2c1 (centres undefined)	0.6	-10.0	-4.4	-6.7	-1.8	-0.5	1.7	4.4	11.4	-3.7
CC1CC(C)(C)NC(=S)N1CC(=O)N1CCN(Cc2ccc3c(c2)OCO3)CC1 (centres undefined)	-8.2	-8.0	-0.1	8.7	-1.8	.	.	0.9	-9.9	-5.8
O=c1[nH]c(Nc2ccc(F)cc2)cc2ccccc12	26.9	23.1	1.7	9.7	16.4*	-8.7	-6.9	-75.2	-39.2	-2.1
CCN(Cc1cc(=O)oc2cc(C)ccc12)c1ccccc1	1.2	-59.1	-46.1	6.6	-3.1	-1.2	-3.0	-11.6	-23.9	-5.0
Cn1cccc1C(=O)NC(=O)COC(=O)c1cc(S(=O)(=O)N2CCCCC2)ccc1Cl	1.7	19.2	5.2	4.9	-5.7	0.9	-2.1	15.6	-9.2	-5.9
O=C(Nc1ccc(C(=O)NCCCN2CCN(c3ccccc3)CC2)cc1)C1=CSCCO1	-5.2	6.5	4.6	0.5	0.0	0.1	1.9	10.4	-14.2	4.7
CCOc1ccc(CCNS(=O)(=O)c2ccc3c(c2)oc(=O)n3C)cc1OCC	-4.0	2.0	0.0	-1.7	-2.3	1.0	-0.1	14.4	-13.0	-4.3
COc1ccccc1N1C(=O)N(C(C)=O)C2C1Nc1ccccc1N2C (centres undefined)	0.2	27.3	18.4	-3.4	5.8	-0.9	0.6	-40.6	-20.3	5.8

Complete entries, looked up by structure. Order of values: Dyrk1A ADPGlo | HSF1 activator | HSF1 inhib | Platelet DG rel | HSP90 inh | GSK3beta inhib | GSK3A inh | aSyn UTR inh | KLF5 inh | IEC-6 tox
Profile of O=C(COC(=O)/C=C/c1cccc(Cl)c1)Nc1ccccc1-c1ccccc1 = . | 12.7 | -14.8 | -4.0 | -3.5 | -2.5 | -1.2 | 4.9 | -36.2 | 2.4
Profile of Cc1ccc(NC(=O)CN(C)C(=O)C2CC(=O)N(Cc3ccccc3)C2)cc1 (centres undefined) = -9.3 | 3.7 | -3.8 | 2.3 | -5.0 | 3.2 | -0.6 | 13.0 | -26.7 | -2.0
Profile of Cc1ccc(-c2nc(CS(=O)(=O)CC(=O)NCCCN3CCOCC3)c(C)o2)cc1 = 2.5 | 6.8 | -1.5 | -0.9 | -1.2 | 2.3 | -1.5 | 7.8 | -23.9 | 0.8

From PubChem BioAssay
